mHtt clearance = mutant huntingtin protein clearance; HeLa Exon1htt(103Q)mCFP, aggregate imaging; zero = plate's median compound well; inhibition, % at 1.5 µM; 47,000 tested, 0.42% active; AID 853;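 active = inhibition of aggregate fluorescence above about 70%, also judged a hit by eye on the cell image, limit read from the data, passing the limit was not always enough; inconclusive = no rule stated for this call; inactive = not judged a hit on image review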;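 note: cells exposed to compound for three days before fixation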
mHtt clearance grain fraction = further read-out of mHtt clearance, marked with its call; fraction fluorescence in grains; measured here: aggregate grain fluorescence fraction; active compounds read low;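 scaled fraction of total cell fluorescence in grains with unit not stated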
* marks the source's active call; other numbers are inactive results; ? = inconclusive; . = no result given.

SMILES	mHtt clearance	mHtt clearance grain fraction
O=C(NC1CCCCC1)C(c1ccc(F)cc1)N(Cc1ccco1)C(=O)Cn1nnc2ccccc21 (stereo unspecified)	15.9	15.1
Cc1ccccc1-n1c(SCc2ccccn2)nc2n[nH]c(C)c2c1=N	-48.1	31.8
CSCCC(NC(=O)C1CCC(C)CC1)C(=O)N1CCN(c2ccccn2)CC1 (stereo unspecified)	16.9	31.7
CCCCNC(=O)CCNS(=O)(=O)c1ccc(C)cc1	18.8	15.1
CCC(C)(C)n1nnnc1C(c1cc2cc(OC)c(OC)cc2[nH]c1=O)N1CCc2ccccc21 (stereo unspecified)	5.6	37.2
COc1ccc(NC(=O)c2ccco2)cc1NC(=O)c1ccc(Br)o1	-45.4	54.3
CN(C)c1cc(O)c(C(=S)Nc2ccccc2)c(N(C)C)c1	-20.6	44.7
CN(C1CCS(=O)(=O)C1)S(=O)(=O)c1ccc(N2CCCC2=O)cc1 (stereo unspecified)	-10.0	22.6
CCOC(=O)c1cc2cc(C)ccc2[nH]1	10.1	19.7
Cc1cc(C)c(S(=O)(=O)O)c(C)n1	-12.3	41.3
CCc1ccc2nc(SCC(=O)N(CC)CC)c(C#N)cc2c1	-7.7	21.8
O=C(Nc1ccc(Cl)cc1)Nc1ccc2c(c1)N1CCN=C1S2	1.8	21.5
Cc1ccc2c(c1)CCCN2C(=O)c1ccco1	40.8	9.49
Cc1ccc(NC(=S)NCC2CCCO2)cc1 (stereo unspecified)	-23.5	22
COC(=O)NC1(C(F)(F)F)NC(=O)N(C2CCCCC2)C1=O (stereo unspecified)	21.8	16.1
Oc1c(C(c2ccccc2)N2CCc3ccccc3C2)sc2ncnn12 (stereo unspecified)	-5.2	32.5
CCC(CO)NCCNC(CC)CO (stereo unspecified)	15.3	17.6
CCc1cc2cc(C)cc(C)c2nc1SCC(=O)N1CCN(C(=O)c2ccco2)CC1	32.0	14.2
COc1cccc(NC(=O)C2C3CC4OC(=O)C2C4C3)c1 (stereo unspecified)	-17.6	24.8
Cc1ccc(CS(=O)(=O)Cc2ccc(C(=O)NCc3ccco3)o2)cc1	-0.4	20.6
CC(C)Oc1ccc(CNC(=O)Cn2c(=O)oc3ccccc32)cc1	-111.8	95.6
O=C(Oc1cccc(N2C(=O)CCC2=O)c1)C1CC(=O)N(c2ccc(Br)cc2)C1 (stereo unspecified)	-38.8	29.6
O=C(CNC(=O)c1ccco1)OC(C(=O)c1ccccc1)c1ccccc1 (stereo unspecified)	-44.1	29.8
O=S1(=O)N=C(N2CCc3ccccc3C2)c2ccccc21	20.8	22.6
O=C(CCS(=O)(=O)Cc1ccccc1)NCc1ccco1	29.5	26.3
CSc1cccc(NC(=O)Nc2ccccc2)c1	5.0	34.5
O=C1c2ccccc2NC(c2cnc3ccccc3n2)N1O (stereo unspecified)	-38.8	54.4
O=C(Nc1ccccc1C(=O)NC1CCCCC1)c1ccco1	-37.6	24.7
Cc1ccc(C(=O)OC2CCS(=O)(=O)c3sccc32)cc1 (stereo unspecified)	-40.4	59.1
Cc1nn(Cc2ccccc2)c2c1C(c1ccco1)C(C#N)=C(N)O2 (stereo unspecified)	-8.7	22.5
CCOC(=O)C1CCN(c2cc(=O)n(C3CCCCC3)c(=O)[nH]2)CC1	-74.6	53.7
N#CC(C#N)=c1ccc2c(c1)NC1(CCCCC1)N=2	-45.6	49.3
CC(=O)c1ccc(OC(=O)C2CC(=O)N(c3cccc(C)c3)C2)cc1 (stereo unspecified)	28.9	12.6
CCc1ccc(NC(=O)N(CCCOC(C)C)C2CCN(C(C)=O)CC2)cc1	14.1	36.5
CCN(CCCNC(=O)C1CCN(S(=O)(=O)CC)CC1)c1cccc(C)c1	47.8	19.2
Cc1cc(NC(=O)COc2ccc(Cl)cc2Cl)n(CCC#N)n1	11.2	18.4
O=C(NCc1ccco1)c1ccc(Cn2c(=O)c3sccc3n(Cc3ccc(F)cc3)c2=O)cc1	-105.7	69
O=C(O)CCC(=O)c1ccc2c(c1)OCCCO2	13.3	15.8
O=C(Nc1cccc(NC(=O)c2ccco2)c1)c1ccc2c(c1)OCO2	-21.1	23.6
CCC(Sc1nncn1C)C(=O)Nc1ccccc1OC (stereo unspecified)	28.3	11.6
CCC1CCCCN1C(=O)Cn1c(C(=O)OC)cc2sc(Cl)cc21 (stereo unspecified)	-18.9	21.2
Cn1c(NCC2CCCO2)nc2c1c(=O)n(Cc1ccccc1)c(=O)n2C (stereo unspecified)	12.3	33.6
O=C(NC1CC1)c1scc2c1OCCO2	6.0	37.2
Cc1ccc(-n2c(-c3ccncc3)nnc2-c2ccco2)cc1	-3.4	18.7
CCN(CC)CCNC(=O)CS(=O)Cc1nc(-c2ccc(C)cc2)oc1C (stereo unspecified)	-30.8	48
Cc1cccc(C(=O)Nc2cccc(C(=O)N3CCOCC3)c2)c1	-9.0	25.8
O=C(Nc1ccc(NC(=O)C2CCCCC2)nc1)c1ccco1	40.8	23.5
CN(Cc1ccccc1)Cc1ccccc1F	-1.1	33.9
O=C(Nc1cc(C(F)(F)F)ccc1-n1cncn1)c1ccc(-c2ccccc2)cc1	-23.0	26
O=C(NCCCn1ccnc1)Nc1cccc(Cl)c1	11.6	17.8
CC(C)Cc1cc(C(=O)Nc2cccnc2)no1	-51.8	62.2
CC1(C(=O)O)CCC(C(=O)Nc2ccccc2)C1(C)C (stereo unspecified)	-97.6	39
Cc1ccc(S(=O)(=O)N2CCN(C(=O)c3cccc(F)c3)CC2)cc1	-68.5	29.9
O=C(N1CCOCC1)N1CCN(c2ccc(F)cc2)CC1	-22.8	24.3
CCOC(=O)c1ccc(Nc2ncnc3nc[nH]c23)cc1	-18.8	40.2
Cc1ccc(C)n1-c1ccc(C(=O)N2CCOCC2)cc1	-12.9	20.1
CCc1ccccc1NS(=O)(=O)c1cc(C)ccc1OC	11.6	40.9
C=C(C)C1Cc2c(C)nn(-c3cc(C)c4ccccc4n3)c2C1 (stereo unspecified)	26.7	14.7
CC(C)CCn1c(SCC(=O)OCn2nnc3ccccc3c2=O)nc2ccccc2c1=O	60.5	17.5
O=C(c1ccco1)N1CCN(C(=O)c2cc(-c3ccccn3)nc3ccc(Cl)cc23)CC1	-131.0	41

Part of the list above, with two lines to a compound.
Every second line gives: mHtt clearance, mHtt clearance grain fraction
O=C(NC1CC1)c1scc2c1OCCO2
    6.0, 37.2
Cc1ccc(-n2c(-c3ccncc3)nnc2-c2ccco2)cc1
    -3.4, 18.7
CCN(CC)CCNC(=O)CS(=O)Cc1nc(-c2ccc(C)cc2)oc1C (stereo unspecified)
    -30.8, 48
Cc1cccc(C(=O)Nc2cccc(C(=O)N3CCOCC3)c2)c1
    -9.0, 25.8
O=C(Nc1ccc(NC(=O)C2CCCCC2)nc1)c1ccco1
    40.8, 23.5
CN(Cc1ccccc1)Cc1ccccc1F
    -1.1, 33.9
O=C(Nc1cc(C(F)(F)F)ccc1-n1cncn1)c1ccc(-c2ccccc2)cc1
    -23.0, 26
O=C(NCCCn1ccnc1)Nc1cccc(Cl)c1
    11.6, 17.8
CC(C)Cc1cc(C(=O)Nc2cccnc2)no1
    -51.8, 62.2
CC1(C(=O)O)CCC(C(=O)Nc2ccccc2)C1(C)C (stereo unspecified)
    -97.6, 39
Cc1ccc(S(=O)(=O)N2CCN(C(=O)c3cccc(F)c3)CC2)cc1
    -68.5, 29.9
O=C(N1CCOCC1)N1CCN(c2ccc(F)cc2)CC1
    -22.8, 24.3
CCOC(=O)c1ccc(Nc2ncnc3nc[nH]c23)cc1
    -18.8, 40.2
Cc1ccc(C)n1-c1ccc(C(=O)N2CCOCC2)cc1
    -12.9, 20.1
CCc1ccccc1NS(=O)(=O)c1cc(C)ccc1OC
    11.6, 40.9
C=C(C)C1Cc2c(C)nn(-c3cc(C)c4ccccc4n3)c2C1 (stereo unspecified)
    26.7, 14.7

(next part)
SMILES	mHtt clearance	mHtt clearance grain fraction
Cn1c(N)c(C(=O)COC(=O)C2CCCCC2)c(=O)n(C)c1=O	5.7	19.3
CCOc1cccc(-c2nnc3sc(C4CCCCC4)nn23)c1	12.1	32.3
COC(=O)c1c(NC(=O)CC2SCC(C(=O)OC)NC2=O)sc2c1CCCC2 (stereo unspecified)	-51.7	25.2
COc1ccc(S(=O)(=O)NCC2CCC(C(=O)N3CCC4(CC3)OCCO4)CC2)cc1 (stereo unspecified)	29.3	11.6
O=C(CSc1nnnn1C1CCCCC1)NCc1ccc2c(c1)OCO2	-63.5	35.8
CCOc1cc2[nH]c(=O)n(Cc3ccccc3)c(=O)c2cc1OCC	-0.9	43.8
CC(CO)Nc1nc(SCc2ccccc2)nc2sc3c(c12)CCC3 (stereo unspecified)	18.5	31.5
CCOC(=O)c1ccc2c(c1)n(CCO)c(C)[n+]2CC	-4.5	21.4
C#CCn1c(=NC(=O)c2ccc(Br)s2)sc2cccc(OC)c21	-22.2	57.4
O=C(CCSc1ccc(F)cc1)Nc1ccc(-n2cnnn2)cc1	15.4	36.5
CC1(C)CC(=O)C2=C(C1)OC(/N=C/N1CCOCC1)=C(C#N)C2c1ccccc1 (stereo unspecified)	-14.6	22.4
O=C(C1CCC1)N1CCc2cc(S(=O)(=O)NCc3ccco3)ccc21	21.5	16.9
O=C(CCc1ccccc1)Nc1cccc(NC(=O)CCc2ccccc2)c1	-2.4	20
COc1ccc(CCNC(=O)Cn2cnc3c2c(=O)n(C)c(=O)n3C)cc1OC	-100.6	43.9
C=CCn1c(N)cc(=O)nc1SC(C)C(=O)Nc1cccc2ccccc12 (stereo unspecified)	-35.5	24.7
CCC(=O)Nc1ccc(N2CCN(Cc3ccccc3F)CC2)cc1	63.9	15.9
CN1C(=O)c2ccc(C(=O)NC3CCCCC3)cc2C1=O	-47.4	26.1
CCOC(=O)N1CCN(S(=O)(=O)c2cccc3cccnc23)CC1	32.3	23.1
CCOC(=O)C1CCN(C(=O)CCc2c(C)nc3ncnn3c2C)CC1	-7.2	34
COc1ccccc1NC(=O)CN1CCN(CC(=O)Nc2ccc3c(c2)OCCO3)CC1	?	.
CCN(c1cccc(C)c1)S(=O)(=O)c1ccc2[nH]c(=O)c(=O)[nH]c2c1	-28.2	22.7
COc1cc(OC)nc(NC(=O)CSc2nc3ccccc3[nH]2)n1	-45.6	25
Cc1oc(-c2ccccc2)nc1CS(=O)CC(=O)O (stereo unspecified)	60.1	18
O=C(CCc1ccccc1)Nc1ccc2c(c1)OCCO2	31.8	28.7
CCCNC(=O)Cc1c(O)c2ccccc2[nH]c1=O	46.6	10.9
CC1CCN(C(=O)CSc2nnc(-c3cccnc3)n2C2CCCCC2)CC1	13.6	32.3
Cc1cc(N2CCCC(C(=O)Nc3ccc4c(c3)CCC4)C2)n2ncnc2n1 (stereo unspecified)	-27.6	43.6
COCCNC(=O)c1ccc2c(c1)nc(C)n2-c1cccc(F)c1	-20.7	22.9
CCCS(=O)(=O)N1CCCC(C(=O)NCc2cccnc2)C1 (stereo unspecified)	35.6	13.4
O=C(NC1CCCC1)c1ccc(CSCc2ccccc2F)o1	10.8	17.7
CCCOC(=O)Nc1nc2ccccc2o1	30.4	24.6
CC(C)C1Oc2ccccc2N(CC(=O)N(Cc2ccncc2)Cc2ccco2)C1=O (stereo unspecified)	3.8	18.8
CCOC(=O)c1c(C)oc2ccc(OCC(=O)C(C)(C)C)cc12	-70.6	31.6
COc1ccc(C)cc1NC(=O)NCCC1=CCCCC1	-1.1	19.9
O=C(c1ccc(Cl)cc1)c1cnc2ccccn12	1.8	20.7
Cc1ccc(-c2onc3ccc(C4(C)OCCO4)cc23)cc1	-4.8	33.2
O=C(O)CCNc1nc(-c2ccccc2)nc2ccccc12	20.4	14.3
O=C(c1ccco1)N1CCN(CC(O)COc2ccc3oc4ccccc4c3c2)CC1 (stereo unspecified)	45.4	16.4
Cc1ccc(S(=O)(=O)N(C)CC(=O)N2CCOCC2)cc1	-43.2	28.4
Cc1cc(C)nc(NCC(O)CNc2ccccc2C)n1 (stereo unspecified)	14.5	33.8
O=C(COC(=O)Cn1cnc2ccccc21)Nc1ccc2c(c1)OCCO2	-21.4	24.6
C/C(CCc1oc2ccc(Cl)cc2c1-c1ccc(C)o1)=N\O	64.8	7.06
COc1ccc(-c2oc3ncnc(N)c3c2-c2ccccc2)cc1	28.3	16.8
C=CCSc1nnc2c(n1)OC(c1cccnc1)N(C(C)=O)c1ccccc1-2 (stereo unspecified)	45.1	20.6
CSc1nc(=NC(C)=O)ss1	-36.0	27.7
CC(C)(C)c1nc(S(=O)(=O)c2ccc(Cl)cc2)c(N2CCOCC2)o1	-191.5	89.7
CCN(CC)CC(C)OC(=O)COc1ccc(OC)cc1 (stereo unspecified)	54.7	8.47
Clc1cccc(/C=N/Nc2nc(Cl)nc3ccccc23)c1	13.5	18
COc1ccc(S(=O)(=O)CC(O)CN2CCCC2=O)cc1 (stereo unspecified)	35.7	13.8
Cc1cccc(C2CC(c3ccccc3)Nc3nc(N)nn32)c1 (stereo unspecified)	20.5	26.6
Cc1nc2ccc(S(=O)(=O)NCC(=O)N3CCN(c4ccccn4)CC3)cc2s1	6.8	36.5
CCOC(=O)C1CCN(Cc2nc3ccccc3c(=O)n2-c2ccc(OCC)cc2)CC1	13.2	14.6
Cc1ccc(C(=O)CSc2nnc(-c3ccco3)n2CC2CCCO2)cc1 (stereo unspecified)	-14.4	43.6
COc1ccccc1NC(=O)c1ccccc1NS(=O)(=O)N1CCCC1	36.0	25
C=CCn1c(SCc2c(C)noc2C)nc2sc(C)c(C)c2c1=O	-46.1	34.5
CN1C=CC(=C2C(=O)c3ccccc3C2=O)C=C1	0.4	20.7
Cc1cccc(NC(=O)C2CCCN(S(=O)(=O)c3cccc4nsnc34)C2)c1 (stereo unspecified)	-3.3	20.1
CC1(C)CC(=O)c2sc(NC(=O)CN3CCOCC3)nc2C1	-47.0	26.2
CN(C)CCCNC(=O)/C(=N\O)c1ccccc1	4.3	22.6
O=C(Nc1ccc2oc(=O)ccc2c1)c1cc2ccccc2o1	46.4	10.4
COc1ccc(-c2nc(C#N)c(NCCCN(C)C)o2)cc1OC	-0.1	19.6

Some of the compounds tested. The share of hits here may be higher or lower than overall.
